M. tuberculosis GlmU – inhibition of mycobacterial GlmU enzyme – biochemical, glucosamine-1-phosphate acetyltransferase (AID 1376). M. tuberculosis GlmU acetyltransferase enzyme assay; higher % means a stronger effect. inhibition, %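 (tested at 30 µM in the primary screen)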; hits with a dose series show IC50 in µM. hit rate 0.25% among 220,000; in the data active = inhibition above about 13%;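 note: 0% = complete reaction with vehicle and 100% = reaction without substrate; strong numbers were not always called active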
Mtb RmlCD inh – inhibitors of Mycobacterium tuberculosis RmlC and RmlD coupled enzymes. P9WH09+P9WH11. RmlC+RmlD coupled enzyme assay, percent inhibition; primary screen in compound mixtures. inhibition, % at 3.6 µM. hit rate 0.03% among 160,000. AID 1533; in the data active = inhibition mostly above about 34%, no sharp cut-off; note: some results filed as inactive read as strong as hits
Target sequence (P9WH09 whole entry, looked up): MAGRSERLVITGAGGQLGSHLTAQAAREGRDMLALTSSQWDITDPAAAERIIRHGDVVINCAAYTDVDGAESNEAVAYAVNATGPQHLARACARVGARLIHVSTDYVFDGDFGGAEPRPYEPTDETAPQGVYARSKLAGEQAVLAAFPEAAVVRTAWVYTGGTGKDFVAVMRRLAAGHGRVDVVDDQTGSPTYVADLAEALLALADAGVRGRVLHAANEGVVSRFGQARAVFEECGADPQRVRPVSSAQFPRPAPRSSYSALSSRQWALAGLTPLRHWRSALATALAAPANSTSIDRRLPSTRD
Target sequence (P9WH11 whole entry, looked up): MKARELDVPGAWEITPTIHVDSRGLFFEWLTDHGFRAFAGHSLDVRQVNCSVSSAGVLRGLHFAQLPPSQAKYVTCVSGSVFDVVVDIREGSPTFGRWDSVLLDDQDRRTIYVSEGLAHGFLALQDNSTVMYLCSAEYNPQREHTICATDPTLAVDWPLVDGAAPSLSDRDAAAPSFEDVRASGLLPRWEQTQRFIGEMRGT
Numbers without * were called inactive; / = no result given. A portion of the library; rates above refer to the full screens.

SMILES	M. tuberculosis GlmU	Mtb RmlCD inh
C=CCOc1ccc(CC2C(=O)N(C)C(=O)N(C)C2=O)cc1	0.3%	6.8
O=C(O)COc1ccccc1/C=N/NC(=O)CSc1nnc(-c2ccc(Cl)cc2)n1C1CCCCC1	5.5%	-5.7
N=C1/C(=C\c2coc3ccccc3c2=O)C(=O)N=C2SC(c3ccncc3)=NN12	9.2%	-1.4
Cc1c(C(=O)N2CCCCC2)nnn1-c1nonc1N	1.5%	9.0
CC(=O)Nc1nc2ccccc2n1Cc1ccccc1C	-2.1%	-6.2
CCC12CN3CCN(CC(C3)/C1=N\NC(=O)c1ccc(F)cc1)C2	2.8%	3.8
NNC(=O)COc1ccccc1F	0.6%	/
O=C(Nc1cccnc1)C12CC3CC(CC(C3)C1)C2	4.8%	-4.7
CCOc1cc(/C=N/N=C(N)N)ccc1OCc1ccc(Cl)cc1	-9.0%	-12.7
O=[N+]([O-])c1ccccc1CNC1CCCCCC1	-1.9%	12.7
CCN(c1ccccc1)c1nc(C#N)nc(N(CC)c2ccccc2)n1	-2.4%	2.8
CN=c1scc(C)n1/N=C/c1ccc2c(c1)OCO2	7.8%	/
CCN(CC)CC(=O)N1CCCC(C(=O)c2ccccc2OC)C1 (stereo unspecified)	7.3%	-7.1
COC(=O)c1c(F)c(F)c(NCCO)c(F)c1F	-2.7%	3.6
O=C(NCCCN1CCOCC1)c1sc2cc([N+](=O)[O-])ccc2c1Cl	12.9%*	-3.9
Cc1c(/C=N/NC(=O)c2cccs2)c2ccccc2n1Cc1ccccc1Cl	3.1%	/
CC1CC(=O)Nc2ccccc2N1S(=O)(=O)c1ccc(Br)cc1 (stereo unspecified)	1.6%	/
O=P(O)(CCc1ccccn1)CN1CCOCC1	2.4%	/
CCOC(=O)CSc1nc2ccccc2c(=O)n1CC(C)C	-9.4%	/
CC1Cc2cc(/C(O)=C3/C(=O)C(=O)N(Cc4ccco4)C3c3cccs3)ccc2O1 (stereo unspecified)	2.9%	19.2
CC(NC(N)=O)C(=O)Nc1ccc(Cl)c(S(=O)(=O)Nc2ccc(Cl)cc2)c1 (stereo unspecified)	1.8%	3.4
Cc1cc(NC(=O)CSc2nc3ccccc3c(=O)n2-c2ccccc2)no1	6.1%	6.2
Cc1cccc(OCCC(=O)Nc2cc(S(=O)(=O)N3CCCCC3)ccc2N2CCOCC2)c1	-6.3%	-0.1
O=C(Cn1cc(C(=O)c2ccco2)c2ccccc21)NC1CCCC1	0.2%	/
COC(=O)C1=C(C)NC(=O)C1(NS(=O)(=O)c1ccc(C)cc1)C(F)(F)F (stereo unspecified)	6.7%	8.5
CNC(=O)c1cc(C)c(-c2ccccc2)s1	2.2%	-4.2
O=C(/C=C/c1ccccc1)NC(NC(=S)Nc1cccc(O)c1)C(Cl)(Cl)Cl (stereo unspecified)	0.9%	-37.7
CCN(CC)CC(=O)Nc1ccc(Oc2ccc(NC(=O)CN(CC)CC)cc2)cc1	3.4%	10.3
CC1=C(C(=O)Nc2ccccc2)C2(CCCCC2)C(C#N)=C(SCC(N)=O)N1	2.2%	0.5
O=C(OCC(=O)N1CCC(Cc2ccccc2)CC1)c1ccc[nH]c1=O	8.5%	13.6
CC(NC(=O)C(=O)NN=C1CCCCCCC1)c1ccccc1 (stereo unspecified)	-1.6%	-1.0
CCOc1ccc(-c2nnc(NC(=O)c3ccc(OCC(C)C)c(OC)c3)o2)cc1	3.6%	-5.3
Cc1nc(SCc2ccc(Cl)cc2)ncc1C(=O)O	0.0%	/
COc1ccccc1N1CCc2c(C)nc3c(OC)cccc3c21	-2.9%	/
Cc1ccc(CC(=O)O/N=C(\N)c2cccc([N+](=O)[O-])c2)cc1	0.1%	3.4
CCN(CC)S(=O)(=O)c1ccc(N2CCOCC2)c(NC(=O)c2ccc(NC(C)=O)cc2)c1	-2.3%	3.0
O=C(Cc1ccc(Cl)cc1)NN1C(=O)c2ccccc2C1=O	1.3%	-4.7
Cc1csc(NC(=O)C2CCCN(S(=O)(=O)c3cccnc3)C2)n1 (stereo unspecified)	-0.9%	/
CSCCC(NS(=O)(=O)c1ccc(Cl)cc1)C(=O)OCc1c(Cl)cccc1Cl (stereo unspecified)	1.6%	7.0
COCCNC(=O)Cn1c(=O)n(Cc2ccco2)c(=O)c2ccccc21	-2.8%	/
Cc1ccc(NC(=O)C2CC(=O)NC(N3CCCCC3)=N2)cc1Cl (stereo unspecified)	-0.3%	/
CCN1CCN(C(c2nnnn2Cc2ccc3c(c2)OCO3)C(C)C)CC1 (stereo unspecified)	-1.3%	/
O=c1cc(Cn2nnc(-c3ccc(Cl)cc3)n2)nc2sccn12	-4.3%	-7.7
CCn1c(COc2ccc(OC)cc2)nnc1SCC(=O)Nc1cc(OC)ccc1OC	-4.8%	/
CCNC(=S)Nc1cc(Cl)ccc1Oc1ccccc1	1.3%	-9.5
O=C(NCCCCNC(=O)C(F)(F)F)C(F)(F)F	-2.3%	-10.9
COc1ccc(Nc2nc(NCC3CCCO3)nc(N)c2[N+](=O)[O-])cc1 (stereo unspecified)	-0.1%	-5.5
O=C(Cn1nnc(-c2ccc(CN3CCOCC3)cc2)n1)Nc1nc(-c2ccccc2)cs1	1.5%	12.2

Record cards (already shown). Values in the order: M. tuberculosis GlmU | Mtb RmlCD inh
Results for O=C(NCCCCNC(=O)C(F)(F)F)C(F)(F)F → -2.3% | -10.9
Results for O=c1cc(Cn2nnc(-c3ccc(Cl)cc3)n2)nc2sccn12 → -4.3% | -7.7
Results for O=C(/C=C/c1ccccc1)NC(NC(=S)Nc1cccc(O)c1)C(Cl)(Cl)Cl (stereo unspecified) → 0.9% | -37.7
Results for O=C(O)COc1ccccc1/C=N/NC(=O)CSc1nnc(-c2ccc(Cl)cc2)n1C1CCCCC1 → 5.5% | -5.7
Results for Cc1ccc(CC(=O)O/N=C(\N)c2cccc([N+](=O)[O-])c2)cc1 → 0.1% | 3.4

An excerpt of these results, with two lines to a compound.
Values in the order: M. tuberculosis GlmU	Mtb RmlCD inh
CCN1CCN(C(c2nnnn2Cc2ccc3c(c2)OCO3)C(C)C)CC1 (stereo unspecified)
    -1.3%	/
O=c1cc(Cn2nnc(-c3ccc(Cl)cc3)n2)nc2sccn12
    -4.3%	-7.7
CCn1c(COc2ccc(OC)cc2)nnc1SCC(=O)Nc1cc(OC)ccc1OC
    -4.8%	/
CCNC(=S)Nc1cc(Cl)ccc1Oc1ccccc1
    1.3%	-9.5
O=C(NCCCCNC(=O)C(F)(F)F)C(F)(F)F
    -2.3%	-10.9

(further entries)
SMILES	M. tuberculosis GlmU	Mtb RmlCD inh
Fc1ccc(-c2csc(N3CCOCC3)n2)cc1	-2.2%	4.0
Cc1cc(N/N=C/c2ccncc2)c([N+](=O)[O-])cc1[N+](=O)[O-]	2.4%	-8.3
Cc1cccc(C)c1NC(=O)CSc1nc(COc2ccccc2)nc2ccccc12	6.5%	-6.2
C#CCOC(=O)CCC(=O)NCCc1ccccc1	3.6%	-8.7
COc1ccccc1NC(=O)C1=C(C)Nc2nc(CCCO)nn2C1c1cccnc1 (stereo unspecified)	1.3%	1.4
Cc1cccc(NC(=O)CCNC(=O)c2ccco2)c1C	0.4%	3.9
CCN(CC)S(=O)(=O)c1ccc(Cl)c(NC(=O)CSc2cccc[n+]2[O-])c1	1.7%	/
COc1ccc(Oc2c(Cl)cnn(-c3ccc(Cl)c(Cl)c3)c2=O)cc1	-0.5%	4.9
COc1ccccc1C(=O)N/C(=C/c1ccc(Br)cc1)C(=O)NCC(=O)O	3.7%	/
COc1cccc(NC(=O)COc2c(F)c(F)c(C(F)(F)F)c(F)c2F)c1	-0.6%	-1.3
Cc1cc(C)n2nc(CCCO)nc2n1	-1.7%	7.9
CCO/C(C)=C1/SC(=S)NC1=O	-6.6%	6.4

Quoted at random: 2 entries already listed
SMILES	M. tuberculosis GlmU	Mtb RmlCD inh
Cc1cccc(NC(=O)CCNC(=O)c2ccco2)c1C	0.4%	3.9
Cc1cc(N/N=C/c2ccncc2)c([N+](=O)[O-])cc1[N+](=O)[O-]	2.4%	-8.3

New compounds follow
SMILES	M. tuberculosis GlmU	Mtb RmlCD inh
COc1ccc(CN2CCCC(CNC(=O)c3ccc(F)cc3)C2)c(C)c1C (stereo unspecified)	-5.4%	7.5
O=C(Nc1c(F)cc(F)cc1Br)c1ccco1	-0.8%	1.2
COC(=O)c1[nH]c2cccc(OC)c2c1NC(=O)CCN1CCC(C(N)=O)CC1	1.1%	-7.5
Cc1ccc(C2=NN(CCC(=O)N3CCC4(CC3)OCCO4)C(=O)CC2)cc1	-5.3%	/
CSc1ccc(/C=C/C(=O)N2CCCN(C)CC2)cc1	5.1%	4.5
CC12CCC(C(=O)NCc3ccc4c(c3)OCO4)(C(=O)C1=O)C2(C)C (stereo unspecified)	-5.5%	/
CCCCn1c(-c2ccccc2)nc2c(=O)n(C)c(=O)[nH]c21	1.0%	11.3
CCOCCn1c(SCC(=O)OCc2ccccc2)nc2c1c(=O)[nH]c(=O)n2C	0.9%	/
COc1ccc(N(CC(=O)NCCC2=CCCCC2)S(=O)(=O)c2ccccc2)c(OC)c1	4.3%	21.4
COc1cc(OC)cc(C(=O)OCC(=O)NCc2ccc3c(c2)OCO3)c1	-4.7%	/
CC(C)CC(=O)N1CC(C)N(C(=O)CC(C)C)CC1C (stereo unspecified)	1.8%	6.1
CCN1CCN(C(c2ccccn2)c2c(NC(=O)c3ccccc3)sc(C)c2C)CC1 (stereo unspecified)	-0.6%	/
CCOC(=O)CC1=CSC2=NS(=O)(=O)CCN12	9.5%	/
COc1cccc(OCCCCCN2CCOCC2)c1	2.3%	6.3
COC(=O)NCC(c1ccco1)N1CCN(c2ccc(F)cc2)CC1 (stereo unspecified)	-5.1%	14.6
O=C(Nc1cc(N2CCOCC2)ncn1)c1ccc(F)cc1	1.2%	/
O=C(CNC(=O)c1ccco1)OCC(=O)c1ccc2c(c1)CCCC2	0.0%	101.4
Cc1cc(C)c2nc(NC(=O)c3cc(C)on3)sc2c1	-4.0%	12.3
O=S(=O)(Cc1ccccc1)/C1=C(\N2CCOCC2)CCCCCC1	0.0%	13.4
CCC(C(=O)Nc1nccs1)c1ccccc1 (stereo unspecified)	7.4%	-12.2
Cc1nc(-c2ccccc2)sc1C(=O)/C=C/c1ccccc1	/	8.0
Cc1ccc(Cn2c(=N)c(C#N)cc3c(=O)n4cccc(C)c4nc32)cc1	8.9%	-6.9
COc1ccccc1C(=O)N(Cc1ccco1)C1CCS(=O)(=O)C1 (stereo unspecified)	-1.2%	/
CCC(C)(C)n1nnnc1C(c1ccccc1)N1CCN(Cc2ccccc2)CC1 (stereo unspecified)	3.7%	9.1
Cc1ccc(C)c(S(=O)(=O)Nc2ccc(C(=O)NCCc3ccccn3)cc2)c1	4.3%	14.4
CC(=O)O/N=C/c1c(Cl)n(C)c2ccccc12	1.3%	4.1
CC(C)(C)c1ccc(C(=O)NC(=S)NCc2cccnc2)cc1	-2.8%	-8.5
Cc1ccc(N2CCN(/N=C/c3ccccc3)CC2)cc1	-2.4%	-6.8
COc1ccccc1CNC(=O)/C=C/c1cc2c(cc1Br)OCO2	-4.8%	15.3
CSCC[C@H](NC(=O)OC(C)(C)C)C(=O)N1CCC(C(=O)N[C@H](C(=O)O)C(C)C)CC1	-2.0%	11.7
OCCSc1nnc(Nc2ccccc2)s1	-1.0%	/
CCCCc1nnc(NC(=O)CSc2nc(=O)cc(N)n2-c2ccccc2)s1	-5.1%	-3.3
COc1cccc(C(=O)/C=C/Nc2cccc(O)c2)c1	5.1%	/
CC(NC(=O)Cc1cccs1)c1ccc2c(c1)OCO2 (stereo unspecified)	4.3%	-4.0
O=C(CCN1C(=O)COc2ccccc21)NCCC1=CCCCC1	-0.2%	-9.3
COC(=O)CSC1=C(C#N)C(c2ccsc2)CC(=O)N1 (stereo unspecified)	2.7%	/
O=C(OCC(=O)c1cccs1)c1cccc(C(=O)OCC(=O)c2cccs2)n1	0.3%	75.2
O=C(C1=C(c2ccccc2)C(=O)c2ccccc2C1=O)c1ccccc1	2.9%	-9.4
Cc1ccc(S(=O)(=O)/C(C#N)=C/c2ccccc2OCc2ccccc2)cc1	-3.6%	13.7
N#CCC(=O)NCC1(c2ccccc2)CCCC1	-0.6%	10.4
CC1CCCN(C(=S)NC2CCCC2)C1 (stereo unspecified)	1.6%	/
COC(=O)c1sccc1NC(=O)C1CC2CCC1C2 (stereo unspecified)	0.2%	/
O=C1COc2ccc(-c3csc(NCC4CCCO4)n3)cc2N1 (stereo unspecified)	0.3%	/
CC(=O)Nc1ccc(NC(=O)Nc2ccccc2C)cc1	1.7%	2.1
CCSc1cc(N2CCCC2)nc(-c2cccc(C)c2)n1	-10.1%	5.9
O=C1CC(c2cc(F)ccc2F)c2cc3c(cc2N1)CCC3 (stereo unspecified)	4.1%	3.1
CCn1c(C)nc2cc(C(=O)NNC(=S)Nc3ccc(Cl)cc3)ccc21	-1.2%	-2.8
O=C(COC(=O)c1ccccc1NC(=O)c1ccco1)NCc1ccc2c(c1)OCO2	0.9%	-11.1
CC(=O)c1ccc(N2CCN(C(=O)Nc3ccc(F)cc3)CC2)cc1	-0.7%	89.1
Cc1onc(CO)c1C(=O)Nc1nccs1	-0.6%	5.8
COc1ccc(CCNC(=O)Cc2cc(OCc3ccccc3)c(OC)cc2[N+](=O)[O-])cc1OC	-1.4%	1.5
O=C(O)Cc1ccc(C(=O)CSc2ccccc2)s1	-0.1%	7.4
CCOC(=O)C(C(=O)OCC)C(C[N+](=O)[O-])c1ccccc1 (stereo unspecified)	0.5%	6.8
CCCN1C(=O)C(Cc2nc3ccccc3c(=O)n2-c2ccccc2)c2ccccc21 (stereo unspecified)	-4.3%	-1.8
CCOC(=O)COn1c(=O)c(-c2ccco2)[n+]([O-])c2ccccc21	-0.6%	1.9
CCOC(=O)CSc1nc(N)c(C#N)c(-c2ccc(OC)cc2)c1C#N	-7.7%	/
O=CNC(n1cnc2c(N3CCOCC3)ncnc21)C(Cl)(Cl)Cl (stereo unspecified)	8.7%	5.3
COc1ccc2c(C(=O)CN3CCSCC3)c[nH]c2c1	3.4%	3.4
COC(=O)c1ccsc1NC(=O)CN1C(=O)CCC1=O	-1.7%	/

Assay outcomes (PubChem)
